Screening results deposited in PubChem BioAssay by National Center for Advancing Translational Sciences (NCATS).
N370S GC: qHTS Assay for Inhibitors and Activators of N370S glucocerebrosidase as a Potential Chaperone Treatment of Gaucher Disease; Lysosomal acid glucosylceramidase (Homo sapiens), P04062; Potency, µM (doses to about 59.4 µM), for inactives: at the highest dose activity change, negative = inhibition, actives largely listed as inhibitors; N370S GC spleen homogenate, 4MU-glucoside fluorescence; hit rate 0.092% among 330,000;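 also: 0% = full enzyme activity and -100% = no enzyme basal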
TDP1 block: qHTS Assay for Inhibitors of Tyrosyl-DNA Phosphodiesterase (TDP1); Tyrosyl-DNA phosphodiesterase 1 (Homo sapiens), Q9NUW8; recombinant TDP1, AlphaScreen DNA substrate cleavage; Potency, µM (series often up to 130 µM), inactives show at the top dose activity change, negative = inhibition, usual class: inhibitors; hit rate 0.28% among 350,000; AID 485290, 2010; also: nearly all actives have a fitted effect of over 40% in size
Target sequence (Q9NUW8 whole entry, looked up): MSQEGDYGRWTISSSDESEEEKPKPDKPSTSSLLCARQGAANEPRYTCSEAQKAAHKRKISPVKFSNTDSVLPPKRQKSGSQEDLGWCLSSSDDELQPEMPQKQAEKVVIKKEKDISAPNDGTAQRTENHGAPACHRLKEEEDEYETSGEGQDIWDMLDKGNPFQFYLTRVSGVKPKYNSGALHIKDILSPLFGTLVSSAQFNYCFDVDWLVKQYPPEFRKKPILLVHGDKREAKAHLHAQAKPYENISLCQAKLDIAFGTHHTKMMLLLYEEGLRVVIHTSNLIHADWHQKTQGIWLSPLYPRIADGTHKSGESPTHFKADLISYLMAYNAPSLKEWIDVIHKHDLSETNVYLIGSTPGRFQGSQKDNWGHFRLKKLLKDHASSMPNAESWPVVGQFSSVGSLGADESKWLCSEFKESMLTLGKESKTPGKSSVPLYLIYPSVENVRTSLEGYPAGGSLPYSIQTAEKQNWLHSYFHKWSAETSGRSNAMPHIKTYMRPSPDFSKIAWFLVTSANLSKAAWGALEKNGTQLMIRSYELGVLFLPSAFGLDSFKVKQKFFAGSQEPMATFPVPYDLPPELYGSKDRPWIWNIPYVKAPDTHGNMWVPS
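Recombinant E. coli-expressed Tdp1 (1 nM) preincubated with compound 15 min at RT, then 5'-biotin/3'-phosphotyrosine-FITC DNA substrate (15 nM) added for 5 min. AlphaScreen beads (10 ug/ml) added, 10 min RT; tyrosine-FITC cleavage read as signal loss.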
FEN1 inhibitor: qHTS Assay for the Inhibitors of Human Flap endonuclease 1 (FEN1). Recombinant FEN1 flap cleavage, fluorescence, 15 min. Potency, µM (series often up to 114 µM), inactives show top-dose activity change, negative = inhibition, actives largely listed as inhibitors. hit rate 0.35% among 390,000; also: nearly all actives have a fitted effect of over 65% in size
Target sequence (P39748 whole entry, looked up): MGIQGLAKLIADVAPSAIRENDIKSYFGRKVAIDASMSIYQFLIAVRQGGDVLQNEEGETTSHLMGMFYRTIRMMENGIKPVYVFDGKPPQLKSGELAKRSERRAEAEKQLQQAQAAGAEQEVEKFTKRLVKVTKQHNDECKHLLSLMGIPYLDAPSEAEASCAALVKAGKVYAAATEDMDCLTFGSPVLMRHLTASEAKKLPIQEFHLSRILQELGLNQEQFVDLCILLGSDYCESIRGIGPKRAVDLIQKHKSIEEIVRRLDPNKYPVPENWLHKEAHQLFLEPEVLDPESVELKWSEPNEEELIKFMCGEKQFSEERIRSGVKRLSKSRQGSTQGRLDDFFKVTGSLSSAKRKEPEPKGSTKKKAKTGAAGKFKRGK
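Steps: FEN1 (10 nM) dispensed; compound added by pin tool; 15 min at room temperature; substrate added to 50 nM final; reads at 0 min and 15 min; data normalized and fitted (four-parameter Hill).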
* marks the source's active call; other numbers are inactive results; ? = inconclusive; · = no result given; & = joins results of further samples; [ ] = another dose, or the depositor's remark. Calls follow the shape of the dose curve; as a rule, active = well fitted curve in the direction sought with a large enough effect; inconclusive = small, poorly fitted or top-dose-only effect, or another doubt; inactive = no such curve, though single readings can be large; an effect the other way counts as inactive or inconclusive. Unless noted, % is scaled to controls: 0 for no effect and ±100 for the full control effect; potency is read from the fitted curve at half-maximal effect.

SMILES | N370S GC | TDP1 block | FEN1 inhibitor
O=C(Nc1ccnn1C1CCN(C(=O)c2ccc(F)cc2)CC1)C1CCOC1 (stereo not given) | -9% | 2% | 3%
CC(C)COc1ccc(C(=O)Nc2ccc(NC(=O)c3ccco3)c(Cl)c2)cc1 | 5% | 0% | -5%
CSc1sc(C(=O)NCC2CC2)c(-c2cccs2)c1C#N | ? | -2% | 12%
O=C(CSc1nnc(NC(=O)C2CC2)s1)NCc1ccccc1 | -5% | 3% | 1%
COc1cc(CN2CCN(CCCc3ccccc3)CC2CCO)cc(OC)c1 (stereo not given) | -18% | · | 13%
CC1(C)CC(=O)c2c(O)c(-c3ccccc3)c(=O)n(-c3ccccc3)c2C1 | 13% | 3% | -4%
CC(C)c1ccc(NC(=O)Cn2c(=O)n(CC3CCC(C(=O)NCCc4ccccc4)CC3)c(=O)c3ccccc32)cc1 (stereo not given) | · | 5% | 15%
COc1cc(-c2nn3c(-c4ccccc4)nnc3s2)cc(OC)c1OC | -5% | 7% | -1%
COc1cccc(Nc2ncccc2C(=O)Nc2ccccc2)c1 | 2% | 4% | -12%
Cc1ccc(CCC(=O)Nc2ccc([N+](=O)[O-])cc2)o1 | -6% | · | -6%
CC1Cc2ccccc2N1C(=O)CNCCCN(C)C (stereo not given) | 10% | -15% | -5%
CCC1CN(C(=O)NCc2ccccc2)c2ccccc2O1 (stereo not given) | -2% | · | 0%
Cc1cc(=O)[nH]c2nnc(SCc3ccc(F)cc3)n12 | · | 8% | -8%
COc1cc([C@H]2[C@@H]3CCCC[C@]3(O)CCN2Cc2ccccc2F)ccc1O | 4%[2.35 µM] | -2% | -1%
NCCNC(=O)Cn1c(=O)c2c3c(sc2n(Cc2ccccc2)c1=O)CCCC3 | -29% | · | -11%
CC(=O)NN1C(=O)c2ccc(Oc3cccc([N+](=O)[O-])c3)cc2C1=O | 1% | 4% | -24%
COc1cc(SC)ccc1C(=O)NCc1ccc(C)cc1 | 19% | 4% | -2%
Cc1cc(C)n(CCc2nc3c4ccccc4n(CC#N)c(=O)n3n2)n1 | 1% | 9% | 6%
Cc1ccc(C(=O)c2sc3nsc(C)c3c2N)cc1 | 8% | 5% | -6%
COc1ccc(-n2nc(C(=O)NCC(=O)NCCC3=CCCCC3)c3ccccc3c2=O)cc1 | -19% | 5% | -7%
Cc1cccc(NS(=O)(=O)c2cc(C(=O)OC(C)C(=O)NCc3ccc4c(c3)OCO4)ccc2C)c1 (stereo not given) | 4% | -3% | 11%
COc1ccccc1CCNC(=O)C(=O)NCC1OCCN1S(=O)(=O)c1ccc2c(c1)OCCO2 (stereo not given) | 1% | -1% | 15%
CS(=O)(=O)c1ccc(Cl)c(C(=O)NC2CCSc3ccccc32)c1 (stereo not given) | -1% | 10% | -15%
O=C(O)c1ccc(NC(=O)c2ccc(Cl)c(S(=O)(=O)N3CCCCCC3)c2)cc1 | · | 2% | -1%

Nothing new here: an excerpt of the list.
SMILES | N370S GC | TDP1 block | FEN1 inhibitor
CC(C)COc1ccc(C(=O)Nc2ccc(NC(=O)c3ccco3)c(Cl)c2)cc1 | 5% | 0% | -5%
CSc1sc(C(=O)NCC2CC2)c(-c2cccs2)c1C#N | ? | -2% | 12%
O=C(CSc1nnc(NC(=O)C2CC2)s1)NCc1ccccc1 | -5% | 3% | 1%
COc1cc(CN2CCN(CCCc3ccccc3)CC2CCO)cc(OC)c1 (stereo not given) | -18% | · | 13%
CC1(C)CC(=O)c2c(O)c(-c3ccccc3)c(=O)n(-c3ccccc3)c2C1 | 13% | 3% | -4%
CC(C)c1ccc(NC(=O)Cn2c(=O)n(CC3CCC(C(=O)NCCc4ccccc4)CC3)c(=O)c3ccccc32)cc1 (stereo not given) | · | 5% | 15%
COc1cc(-c2nn3c(-c4ccccc4)nnc3s2)cc(OC)c1OC | -5% | 7% | -1%
COc1cccc(Nc2ncccc2C(=O)Nc2ccccc2)c1 | 2% | 4% | -12%
Cc1ccc(CCC(=O)Nc2ccc([N+](=O)[O-])cc2)o1 | -6% | · | -6%
CC1Cc2ccccc2N1C(=O)CNCCCN(C)C (stereo not given) | 10% | -15% | -5%
CCC1CN(C(=O)NCc2ccccc2)c2ccccc2O1 (stereo not given) | -2% | · | 0%
Cc1cc(=O)[nH]c2nnc(SCc3ccc(F)cc3)n12 | · | 8% | -8%
COc1cc([C@H]2[C@@H]3CCCC[C@]3(O)CCN2Cc2ccccc2F)ccc1O | 4%[2.35 µM] | -2% | -1%
NCCNC(=O)Cn1c(=O)c2c3c(sc2n(Cc2ccccc2)c1=O)CCCC3 | -29% | · | -11%
CC(=O)NN1C(=O)c2ccc(Oc3cccc([N+](=O)[O-])c3)cc2C1=O | 1% | 4% | -24%
COc1cc(SC)ccc1C(=O)NCc1ccc(C)cc1 | 19% | 4% | -2%
Cc1cc(C)n(CCc2nc3c4ccccc4n(CC#N)c(=O)n3n2)n1 | 1% | 9% | 6%
Cc1ccc(C(=O)c2sc3nsc(C)c3c2N)cc1 | 8% | 5% | -6%
COc1ccc(-n2nc(C(=O)NCC(=O)NCCC3=CCCCC3)c3ccccc3c2=O)cc1 | -19% | 5% | -7%
Cc1cccc(NS(=O)(=O)c2cc(C(=O)OC(C)C(=O)NCc3ccc4c(c3)OCO4)ccc2C)c1 (stereo not given) | 4% | -3% | 11%

Following part.
SMILES | N370S GC | TDP1 block | FEN1 inhibitor
CCCNc1c(NS(=O)(=O)c2c(F)c(F)c(F)c(F)c2F)c(=O)oc2ccccc12 | -1% | 4% | -5%
CC(NC(=O)Cc1ccc(-c2ccccc2)cc1)c1ccccc1 (stereo not given) | 13% | 2% | 0%
CCc1ccccc1Nc1nn2c(=O)c3ccc(C(=O)NC4CCCCC4)cc3nc2s1 | · | 3% | -3%
O=C1CC(=C2c3ccccc3-c3ccccc32)C(=O)N1CCCCN1CCN(c2ccccc2)CC1 | ? | 9% | 2%
CCOC(=O)N1CCN(C(=O)C(CC(C)C)NC(=O)C2CCCCC2)CC1 (stereo not given) | 5% | 2% | 4%
O=c1[nH]c2ccccc2n1Cc1ccccc1 | 13% | 5% | 22%
COc1ccc(C2C(C(=O)c3sc(C)nc3C)=C(O)C(=O)N2CCCn2ccnc2)cc1OC (stereo not given) | -3% | 1% | 2%
CCn1ncc([N+](=O)[O-])c1C(=O)n1nc(C)cc1C | -15% | 3% | -1%
O=C(Nc1ccc(N2CCN(c3ccc(C(F)(F)F)cn3)CC2)nc1)c1cccs1 | 3% | 3% | -12%
Cc1cc(C(=O)CSc2nn3c(=O)c(C(C)(C)C)nnc3s2)c(C)n1-c1ccc(F)cc1 | 13% | 12% | -9%
CCn1cc(C(=O)NCc2ccc(C)cc2)c(=O)c2cc(S(=O)(=O)N3CCC(C)CC3)ccc21 | · | -2% | -4%
N#Cc1cccc(NC(=O)c2cc3c(s2)-c2ccc(Cl)cc2SC3)c1 | · | -5% | 0%
CC(=O)c1ccc(NC(=S)NCCCN2CCOCC2)cc1 | -1% | 1% | 2%
Cc1ccc2oc(C(=O)N(CCO)Cc3ccccc3)c(C)c2c1 | -9% | 0% | 8%
CC(C)CCNC(=O)C1CCCN(S(=O)(=O)c2ccc(F)cc2)C1 (stereo not given) | -10% | 3% | 5%
CC(=O)Nc1ccc(NC(=O)CCC(=O)OCC(=O)c2ccc(C)c([N+](=O)[O-])c2)cc1 | 5% | 5% | 2%
CCn1c(=S)sc2c(=O)n(CC(=O)NCCCc3ccccc3)c(C)nc21 | -1% | · | -1%
CCC(C)OC(=O)C1=C(C)O[C@]23OC(N)=C(C#N)[C@]12C(=O)c1ccccc13 (stereo not given in full) | 9% | -2% | -22%
CNc1cc2c(Nc3cccc(Br)c3)ncnc2cn1 | -5% | -9% | ·
Cc1ccc(NC(=O)C2CCCN2S(=O)(=O)c2cccc3nsnc23)c(C)c1 (stereo not given) | · | 3% | -12%
CSc1ncccc1C(=O)Nc1nc2ccc(F)cc2s1 | -2% | 6% | 3%
O=C(Nc1nnc(-c2ccccc2)o1)c1cccc(N2C(=O)CCC2=O)c1 | -1% | 2% | -2%
COc1cc(C(=O)NNC(=S)NC(=O)c2ccc(Cl)cc2)cc(OC)c1OC | 1% | 3% | -9%
Cc1cc(NC(=O)c2cc(-c3ccccc3)on2)no1 | 2% | 4% | -16%
CCn1c(C)cc(/C=C2/NC(=O)N(Cc3ccccc3F)C2=O)c1C | 3% | 5% | -4%
O=c1ccc(NS(=O)(=O)c2ccccc2Cl)cn1Cc1ccc(Cl)c(Cl)c1 | -2% | 6% | 71µM*
COc1ccc(N2CCC(CNC(=S)Nc3cccc(C)c3)C2)cc1 (stereo not given) | 4% | 12% | -9%
O=C(Nc1ccccc1)C1Cc2ccccc2CN1C(=O)c1ccco1 (stereo not given) | 17% | -1% | 6%
O=C(O)c1cc(-c2ccco2)[nH]n1 | 8% | -1%[56.1 µM] | 7%
O=C(COC(=O)C12CC3CC(CC(Br)(C3)C1)C2)Nc1c(F)cccc1F | · | -1% | ?
CCOC(=O)n1c(SCC(=O)N(CC)CC)nc2ccccc21 | 3% | 5% | -1%
COc1ccccc1Nc1ncc(C(=O)N2CCC(C(N)=O)CC2)c2ccccc12 | 2% | -2% | -2%
Cc1cc(C)cc(N(C)S(=O)(=O)c2nnc(NC(=O)C(C)C)s2)c1 | 5% | · | -1%
CS(=O)(=O)c1ccccc1C(=O)NC1CCCc2ccccc21 (stereo not given) | -3% | -8% | -10%
Cc1cc(CNCc2cn(C)nc2-c2ccc(Oc3ccccc3)cc2)on1 | -20% | · | -12%
O=C(CN1CCOCC1)Nc1ccccc1C(=O)Nc1ccccc1 | -6% | 11%[0.0935 µM] | 3%
CCn1nnnc1-c1ccc(OC)c(S(=O)(=O)Nc2ccc(C(=O)OC)cc2)c1 | -2% | 2% | 8%
COC(=O)[C@]1(Cc2ccccc2)N[C@H](CN(C)S(=O)(=O)c2ccc(F)cc2)[C@@H]2C(=O)N(C)C(=O)[C@@H]21 | · | 2% | -7%
CCOC(=O)N1CCN(C(=O)c2ccc3c(=O)n(CCC4=CCCCC4)c(=S)[nH]c3c2)CC1 | -5% | 1% | -13%
CCN(CC)CCNc1nc(C(F)(F)F)nc2c1nnn2Cc1ccccc1 | -12% | 4% | -5%
O=C1CC(c2nc3ccccc3[nH]2)CN1c1ccccc1 (stereo not given) | 4% | 6% | -14%
CCC(=O)N1C(=O)CCN(C(C)=O)c2ccccc21 | 14% | 3%[56.1 µM] | -1%
O=C(CN(C(=O)CCNC(=O)c1ccco1)c1ccccc1)NC1CCCC1 | 0% | 1% | 26%
C=CCN(C(=O)c1csnn1)C(C(=O)NCc1ccc(F)cc1)c1ccc(F)cc1 (stereo not given) | 0% | 0%[0.0935 µM] | 1%
O=C(Nc1ccc(S(=O)(=O)N2CCOCC2)cc1)c1nn(-c2ccc(F)cc2)ccc1=O | -28% | 4% | 25%
O=C(CSc1nc2c(c(=O)n1-c1ccc(F)cc1)SCC2)NCc1ccco1 | 6% | -3% | 5%
COCCN(C(=O)CSc1nc2ccc(Cl)cc2[nH]1)c1c(N)n(Cc2ccccc2)c(=O)[nH]c1=O | 2% | 2% | 3%
O=C(NC1CCCCC1)C(c1ccc2ncccc2c1)N(Cc1ccco1)C(=O)c1ccc2c(c1)OCCO2 (stereo not given) | -13% | 5% | -10%
CC(Sc1ccsc1[N+](=O)[O-])C(=O)NCc1ccco1 (stereo not given) | -7% | 4% | -4%
Cc1ccc(NC(=O)c2cnc(SCC(=O)c3ccccc3)n(C)c2=O)cc1 | -4% | 0% | -1%
COc1ccc(S(=O)(=O)NC2CCCC2)cc1C(N)=O | -13% | 3% | -9%
COCCCNC(=O)c1ccc(Cn2c(=O)c3ccccc3n(Cc3ccc(C)cc3)c2=O)cc1 | · | 5%&-10% | -7%&5%
Cc1cc(C)c2nc(N(CCCN(C)C)C(=O)C3=COCCO3)sc2c1 | -3% | 8% | 8%
